NPY-Y2 antag: antagonists of human neuropeptide Y receptor Y2; 140,000 compounds, 0.99% hits; inhibition, % at 2.7 µM; P49146; NPY-Y2 expressing cells, antagonist mode; AID 793; in the data active means inhibition above about 17%;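 further: 0% = vehicle with agonist challenge and 100% = reference antagonist with challenge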
Target sequence (P49146 whole entry, looked up): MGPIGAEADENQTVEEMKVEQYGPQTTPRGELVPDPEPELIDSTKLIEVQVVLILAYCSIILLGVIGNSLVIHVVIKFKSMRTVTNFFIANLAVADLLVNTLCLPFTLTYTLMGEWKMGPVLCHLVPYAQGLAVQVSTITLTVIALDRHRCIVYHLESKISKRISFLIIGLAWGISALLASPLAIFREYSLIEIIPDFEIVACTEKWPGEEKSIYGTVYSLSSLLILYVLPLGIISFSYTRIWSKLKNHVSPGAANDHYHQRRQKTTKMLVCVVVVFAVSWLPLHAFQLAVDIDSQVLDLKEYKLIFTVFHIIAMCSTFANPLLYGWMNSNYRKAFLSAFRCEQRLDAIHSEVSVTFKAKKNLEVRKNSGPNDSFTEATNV
MRP1 act: MRP-1 activation; H69AR cells + doxorubicin, viability rescue, CellTiter-Glo; 140,000 compounds, 0.61% hits; viability increase, % at 10 µM;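 active means viability gain under doxorubicin at or above a set limit, the compound median plus 3 SD, cut at about 4.7% in these data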;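 further: MRP-1 overexpressing cells given doxorubicin 25 µM after compound pretreatment; 18-22 h compound pretreatment then 72 h with doxorubicin before readout; 0% = doxorubicin-only wells and 100% = vehicle-treated cells without doxorubicin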
E-sel TNF inh: blocks E-selectin expression induced by TNF alpha | HUVEC TNFa-induced E-selectin immunofluorescence, high content | 120,000 compounds, 0.71% hits | AID 1246 | inhibition, % at 2 µM;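 active means inhibition above the batch mean plus 3 SD, and confirmed as a hit on visual image review, cut at about 43% in these data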;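 further: 0% = TNF-stimulated DMSO wells and 100% = unstimulated control wells; not every result past the cut was called active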
Phagocyt inh: macrophage phagocytosis inhibition | J774A.1 macrophage IgG-bead phagocytosis, imaging | inhibition, % at 5 µM | 110,000 compounds, 0.07% hits;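 active means inhibition above the mean of the plate negative controls plus 5 SD, cut at about 13% in these data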;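 further: phagocytic index as fraction of beads internalized from green versus red external bead signal; plate controls were DMSO negative control for no effect and cytochalasin-D positive control for full effect; some results beyond the cut were filed as inactive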
GALR2 antag: antagonists of human galanin receptor 2 (GALR2); O43603; GALR2-expressing cells, antagonist mode; inhibition, % at 4 µM; 140,000 compounds, 0.39% hits; AID 828; in the data active means inhibition above about 27%;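 further: cells stimulated with galanin 1-16 at roughly its EC80; 0% = agonist challenge control and 100% = basal control without agonist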
Target sequence (O43603 whole entry, looked up): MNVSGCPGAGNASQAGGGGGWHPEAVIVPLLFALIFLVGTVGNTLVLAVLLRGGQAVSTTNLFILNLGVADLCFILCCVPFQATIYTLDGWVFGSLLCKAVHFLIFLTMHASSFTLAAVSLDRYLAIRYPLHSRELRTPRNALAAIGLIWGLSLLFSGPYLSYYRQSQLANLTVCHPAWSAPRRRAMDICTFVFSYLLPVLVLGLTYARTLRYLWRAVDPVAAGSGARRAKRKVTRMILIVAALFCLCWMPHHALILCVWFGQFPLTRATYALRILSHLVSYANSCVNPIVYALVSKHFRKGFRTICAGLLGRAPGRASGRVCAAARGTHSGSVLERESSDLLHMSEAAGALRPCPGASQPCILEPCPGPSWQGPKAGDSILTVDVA
Yeast life ext: extends the lifespan of yeast; 130,000 compounds, 0.68% hits; S. cerevisiae growth with nicotinamide, OD615; deaD strain in restrictive glucose medium; inhibition of the nicotinamide effect, % at 10 µM;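 active means inhibition above a set limit, placed 3 SD over the median of all compounds, cut at about 26% in these data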;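 further: 0% = nicotinamide-treated wells and 100% = cells grown without nicotinamide; some compounds called inactive have numbers as strong as hits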
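Material: Modified budding yeast, DeaD strain | Medium: Restrictive glucose medium | Probe or stimulus: 1.5 mM nicotinamide | Dosing: Single dose 10 µM compound, 0.25% DMSO | Times: 48 h at 30 °C | Technique: OD615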
bCat KO growth: beta-catenin-lacking colon tumor cell growth suppression. viability, % at 10 µM. HCT116 beta-catenin knockout viability, CellTiter-Glo, 60 h; hits give low values. 140,000 compounds, 1.5% hits. AID 818;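 active means viability at or under a set limit, the compound median less 4 SD, cut at about 6% in these data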;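 further: 0% = Hyamine 1622 control at 20 µM and 100% = untreated cell control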
PTEN del growth: growth suppressors of cells with PTEN tumor suppressor deletion | HCT116 PTEN-null viability, CellTiter-Glo, 60 h; hits give low values | viability, % at 10 µM | 140,000 compounds, 1.2% hits | AID 827;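 active means viability at or below a set limit, 4 SD under the median of all tested compounds, cut at about 3.7% in these data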;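 further: PTEN knockout HCT116 line with beta catenin targeted HCT116 as companion control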
Measles CPE: protection of cells from measles virus. Measles virus-infected cells, CPE protection, absorbance. protection (pct of control), % at 4 µM. 140,000 compounds, 1.5% hits. AID 841; in the data active means protection mostly above about 24%, no sharp cut-off; inactive means mostly below about 26%; further: some compounds called inactive have numbers as strong as hits
Yeast growth inh: reduces growth of yeast BB579 in restrictive medium; S. cerevisiae BB579 growth, OD615, 48 h; inhibition, % at 10 µM; 140,000 compounds, 0.51% hits;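 active means inhibition above a set limit, 3 SD over the mean compound inhibition, cut at about 44% in these data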; further: inactives centre near -24
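System: DeaD yeast strain BB579; buffer or medium: CSMM-D dextrose restrictive medium; technique: OD at 615 nm; schedule: 4 h cell preincubation, 48 h compound exposure, 30 °C humidified; doses: single 10 µM dose; controls: amphotericin B 10 µg/mL, positive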
The depositor's hits bear a star. Rows were taken by chance; any-hit rate near 6.2%.

Results for O=C(Nc1ccc(Cl)c(Cl)c1)Oc1ccc(NC(=O)c2ccco2)cc1 ?
NPY-Y2 antag: -4; MRP1 act: -2.8; Phagocyt inh: 0; GALR2 antag: 12; Yeast life ext: -28; bCat KO growth: 35; PTEN del growth: 37; Measles CPE: 9; Yeast growth inh: -15

Results for S=C(Nc1cccc(Cl)c1)Nc1ccc2cn[nH]c2c1 ?
NPY-Y2 antag: -1; MRP1 act: -2.1; E-sel TNF inh: 6; Phagocyt inh: -5; GALR2 antag: 1; Yeast life ext: 32*; bCat KO growth: 78; PTEN del growth: 89; Measles CPE: 4; Yeast growth inh: -9

How did COc1cc2c3nnc(-c4ccc(F)cc4)c-3cn(Cc3ccc(C)cc3)c2cc1OC do in these assays?
NPY-Y2 antag: 0; MRP1 act: -3.5; E-sel TNF inh: -1; Phagocyt inh: 2; GALR2 antag: -1; Yeast life ext: -4; bCat KO growth: 85; PTEN del growth: 97; Measles CPE: 9; Yeast growth inh: -9

How did O=C(NC12CC3CC(CC(C3)C1)C2)N1CCN(C(=O)C2CCCO2)CC1 (stereo not given) do in these assays?
NPY-Y2 antag: 0; MRP1 act: -1.4; E-sel TNF inh: -4; Phagocyt inh: -1; GALR2 antag: -1; Yeast life ext: -6; bCat KO growth: 109; PTEN del growth: 99; Measles CPE: 8; Yeast growth inh: -26

What do the screens show for `Nc1nc(Nc2cccc3ccccc23)nc(C2CCCC2=O)n1` (stereo not given)?
NPY-Y2 antag: -2; MRP1 act: -3.5; E-sel TNF inh: -86; Phagocyt inh: -2; GALR2 antag: 17; Yeast life ext: -19; bCat KO growth: 77; PTEN del growth: 60; Measles CPE: 13; Yeast growth inh: -38

What do the screens show for `COc1nc(Nc2cccc(C(F)(F)F)c2)nc(OC)n1`?
NPY-Y2 antag: 4; MRP1 act: -0.7; Phagocyt inh: 2; GALR2 antag: 13; Yeast life ext: -12; bCat KO growth: 92; PTEN del growth: 83; Measles CPE: 12; Yeast growth inh: -44

Results for COc1cc2c(cc1NC(=O)c1cccc([N+](=O)[O-])c1)oc1ccccc12 ?
NPY-Y2 antag: -1; MRP1 act: -1.7; E-sel TNF inh: 9; Phagocyt inh: 0; GALR2 antag: 8; Yeast life ext: -6; bCat KO growth: 81; PTEN del growth: 78; Measles CPE: 6; Yeast growth inh: 0

What do the screens show for `CC(=O)NC(C(=O)c1ccccc1)C(=O)c1ccccc1`?
NPY-Y2 antag: 12; MRP1 act: 0.3; E-sel TNF inh: -15; Phagocyt inh: 1; GALR2 antag: 12; Yeast life ext: 1; bCat KO growth: 103; PTEN del growth: 101; Measles CPE: 3; Yeast growth inh: -21

Results for O=C(COC(=O)c1ccc(S(=O)(=O)Nc2ccccc2)cc1)NCCN1C(=O)CSC1=O ?
NPY-Y2 antag: 0; MRP1 act: -2.2; E-sel TNF inh: -1; Phagocyt inh: 7; GALR2 antag: -7; Yeast life ext: -20; bCat KO growth: 80; PTEN del growth: 97; Measles CPE: 4; Yeast growth inh: -32

What do the screens show for `Cc1nnc(N(CCC#N)CCC#N)s1`?
NPY-Y2 antag: -1; MRP1 act: -1.3; E-sel TNF inh: -8; Phagocyt inh: 0; GALR2 antag: 5; Yeast life ext: -2; bCat KO growth: 91; PTEN del growth: 90; Measles CPE: 1; Yeast growth inh: -8

What do the screens show for `Cc1ccc(C(=O)Nc2cccc(C(=O)NCc3ccco3)c2)cc1`?
NPY-Y2 antag: 1; MRP1 act: -3.8; E-sel TNF inh: -1; Phagocyt inh: -1; GALR2 antag: 15; Yeast life ext: -17; bCat KO growth: 91; PTEN del growth: 83; Measles CPE: 14; Yeast growth inh: -29

How did CN/S(=N/S(=O)(=O)c1ccccc1)c1ccc(C)cc1 (stereo not given) do in these assays?
NPY-Y2 antag: 0; MRP1 act: -0.5; E-sel TNF inh: -48; Phagocyt inh: -1; GALR2 antag: 15; Yeast life ext: -12; bCat KO growth: 78; PTEN del growth: 84; Measles CPE: 7; Yeast growth inh: -36

How did COc1ccc2nc(-c3ccccc3)[nH]c2c1 do in these assays?
NPY-Y2 antag: 7; MRP1 act: -3.0; E-sel TNF inh: -15; Phagocyt inh: 2; GALR2 antag: 2; Yeast life ext: -10; bCat KO growth: 72; PTEN del growth: 79; Measles CPE: 1; Yeast growth inh: -27

Results for Clc1ccccc1Sc1cnc2ccccc2n1 ?
NPY-Y2 antag: 0; MRP1 act: -1.8; E-sel TNF inh: 1; Phagocyt inh: -1; GALR2 antag: -12; Yeast life ext: -13; bCat KO growth: 78; PTEN del growth: 71; Measles CPE: 2; Yeast growth inh: -30

How did COc1ccc(-n2ncc3c(NCc4cccs4)ncnc32)cc1 do in these assays?
NPY-Y2 antag: -1; MRP1 act: -0.9; E-sel TNF inh: -10; Phagocyt inh: 2; GALR2 antag: -4; Yeast life ext: -12; bCat KO growth: 101; PTEN del growth: 93; Measles CPE: 3; Yeast growth inh: 5

Results for O=C(Cc1cc(=O)[nH]c(=O)[nH]1)N1CCC(Cc2ccccc2)CC1 ?
NPY-Y2 antag: 4; MRP1 act: -0.3; E-sel TNF inh: 5; GALR2 antag: 0; Yeast life ext: -5; bCat KO growth: 97; PTEN del growth: 101; Measles CPE: 18; Yeast growth inh: 22

What do the screens show for `O=C(COc1ccc(/C=N/NS(=O)(=O)c2ccccc2)cc1)NCc1ccccc1`?
NPY-Y2 antag: 1; MRP1 act: -2.7; E-sel TNF inh: 46; GALR2 antag: 7; Yeast life ext: -26; bCat KO growth: 78; PTEN del growth: 90; Measles CPE: 14; Yeast growth inh: -11

What do the screens show for `CSc1cccc(NC(=O)CSc2nnc(C)s2)c1`?
NPY-Y2 antag: 3; MRP1 act: -3.6; E-sel TNF inh: -24; GALR2 antag: 6; bCat KO growth: 100; PTEN del growth: 98; Measles CPE: 2; Yeast growth inh: 2

Results for Cc1ccccc1C(=O)NC1CCN(Cc2nnnn2Cc2ccc(F)cc2)CC1 ?
NPY-Y2 antag: 1; MRP1 act: -1.8; E-sel TNF inh: -19; Phagocyt inh: 2; GALR2 antag: 16; Yeast life ext: -4; bCat KO growth: 96; PTEN del growth: 88; Yeast growth inh: -56

Results for CC1(C)CC(=O)C=C(Nc2cc(-c3ccccc3)[nH]n2)C1 ?
NPY-Y2 antag: 3; MRP1 act: -5.8; Phagocyt inh: 0; GALR2 antag: -7; Yeast life ext: -26; bCat KO growth: 83; PTEN del growth: 97; Measles CPE: 5; Yeast growth inh: -24

How did Cc1nc(-c2cccc(S(=O)(=O)N3CCCC(C)C3)c2)cs1 (stereo not given) do in these assays?
NPY-Y2 antag: -1; MRP1 act: -3.0; E-sel TNF inh: -10; Phagocyt inh: -2; GALR2 antag: -1; Yeast life ext: -14; bCat KO growth: 83; PTEN del growth: 90; Measles CPE: 3; Yeast growth inh: -10

Results for CCOC(=O)c1ccc(NC(=O)CN(Cc2ccc(Cl)cc2)S(C)(=O)=O)cc1 ?
NPY-Y2 antag: -4; MRP1 act: -5.2; E-sel TNF inh: 1; Phagocyt inh: -3; GALR2 antag: -15; Yeast life ext: -3; bCat KO growth: 87; PTEN del growth: 87; Measles CPE: 11; Yeast growth inh: -37

Results for Cc1[nH]c2ccccc2c1C(=O)/C=C/c1ccccc1Cl ?
NPY-Y2 antag: -1; MRP1 act: -1.5; Phagocyt inh: -10; GALR2 antag: 3; Yeast life ext: -2; bCat KO growth: 60; PTEN del growth: 65; Measles CPE: 16; Yeast growth inh: -19

Results for N/C(=N\c1nc2c(c(=O)[nH]1)CCCC2)Nc1ccccc1 ?
NPY-Y2 antag: 2; MRP1 act: -1.7; Phagocyt inh: -5; GALR2 antag: 1; Yeast life ext: -7; bCat KO growth: 79; PTEN del growth: 82; Measles CPE: 4; Yeast growth inh: -12

Results for O=C(CC1Sc2ccccc2NC1=O)Nc1cccc(C(=O)O)c1 (stereo not given) ?
NPY-Y2 antag: -1; MRP1 act: -1.3; E-sel TNF inh: -12; Phagocyt inh: 0; GALR2 antag: -1; Yeast life ext: -8; bCat KO growth: 95; PTEN del growth: 100; Measles CPE: 2; Yeast growth inh: -2

What do the screens show for `O=C(Nc1ccn(-c2ccccc2)n1)c1ccc(Cl)cc1`?
NPY-Y2 antag: 2; MRP1 act: 0.6; Phagocyt inh: -3; GALR2 antag: -5; Yeast life ext: -6; bCat KO growth: 73; PTEN del growth: 78; Measles CPE: 10; Yeast growth inh: 18

Results for O=C(O)/C=C\C(=O)N1CCc2ccccc21 ?
NPY-Y2 antag: 1; MRP1 act: -3.1; GALR2 antag: 0; Yeast life ext: 2; bCat KO growth: 95; PTEN del growth: 93; Measles CPE: 5; Yeast growth inh: -17

What do the screens show for `O=C(Nc1ccc(SC(F)F)cc1)C12CCC(CC1)C2`?
NPY-Y2 antag: 3; MRP1 act: 2.1; Phagocyt inh: -1; GALR2 antag: -2; Yeast life ext: -7; bCat KO growth: 80; PTEN del growth: 93; Measles CPE: 2; Yeast growth inh: 9

What do the screens show for `CC1(C)CC2CC(C)(CN2C(=O)CCCN2C(=O)c3ccccc3C2=O)C1` (stereo not given)?
NPY-Y2 antag: 2; MRP1 act: -0.3; Phagocyt inh: -1; GALR2 antag: 1; Yeast life ext: 26; bCat KO growth: 96; PTEN del growth: 102; Measles CPE: 42; Yeast growth inh: -44

How did COc1ccc(C(Nc2ccccn2)c2oc(CO)cc(=O)c2O)cc1 (stereo not given) do in these assays?
NPY-Y2 antag: 0; MRP1 act: -2.7; E-sel TNF inh: 7; Phagocyt inh: -2; GALR2 antag: -3; Yeast life ext: 2; bCat KO growth: 98; PTEN del growth: 87; Measles CPE: 6; Yeast growth inh: -28

What do the screens show for `COc1ccc(N2C(=O)C3C4C=CC(C5CC45)C3C2=O)c([N+](=O)[O-])c1` (stereo not given)?
NPY-Y2 antag: 4; MRP1 act: -2.7; E-sel TNF inh: -37; GALR2 antag: -8; Yeast life ext: 8; bCat KO growth: 102; PTEN del growth: 92; Measles CPE: 5; Yeast growth inh: -11

What do the screens show for `CCc1cc2c(=O)c(-c3cnn(-c4ccccc4)c3)coc2c(CN2CCOCC2)c1O`?
NPY-Y2 antag: 2; MRP1 act: -0.5; E-sel TNF inh: 3; GALR2 antag: 9; Yeast life ext: -35; bCat KO growth: 63; PTEN del growth: 56; Measles CPE: 3; Yeast growth inh: -21

A draw from above in order of count of non-hydrogen atoms, rising.
What do the screens show for `CSc1cccc(NC(=O)CSc2nnc(C)s2)c1`?
NPY-Y2 antag: 3; MRP1 act: -3.6; E-sel TNF inh: -24; GALR2 antag: 6; bCat KO growth: 100; PTEN del growth: 98; Measles CPE: 2; Yeast growth inh: 2

How did Cc1nc(-c2cccc(S(=O)(=O)N3CCCC(C)C3)c2)cs1 (stereo not given) do in these assays?
NPY-Y2 antag: -1; MRP1 act: -3.0; E-sel TNF inh: -10; Phagocyt inh: -2; GALR2 antag: -1; Yeast life ext: -14; bCat KO growth: 83; PTEN del growth: 90; Measles CPE: 3; Yeast growth inh: -10

What do the screens show for `O=C(COc1ccc(/C=N/NS(=O)(=O)c2ccccc2)cc1)NCc1ccccc1`?
NPY-Y2 antag: 1; MRP1 act: -2.7; E-sel TNF inh: 46; GALR2 antag: 7; Yeast life ext: -26; bCat KO growth: 78; PTEN del growth: 90; Measles CPE: 14; Yeast growth inh: -11

Assay outcomes (PubChem)
